# Rtt109 Vps75: C. albicans Rtt109 histone acetyltransferase inhibition; AID 540336; purified Rtt109/Vps75, ThioGlo CoA-SH fluorescence, 4 h; 330,000 compounds, 0.16% hits; inhibition, % at 34.9 µM; Q5AAJ8;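 active = inhibition of at least 50% in every replicate; inconclusive = best replicate reaches 50% inhibition but some replicates fall short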
# Target sequence (Q5AAJ8 whole entry, looked up): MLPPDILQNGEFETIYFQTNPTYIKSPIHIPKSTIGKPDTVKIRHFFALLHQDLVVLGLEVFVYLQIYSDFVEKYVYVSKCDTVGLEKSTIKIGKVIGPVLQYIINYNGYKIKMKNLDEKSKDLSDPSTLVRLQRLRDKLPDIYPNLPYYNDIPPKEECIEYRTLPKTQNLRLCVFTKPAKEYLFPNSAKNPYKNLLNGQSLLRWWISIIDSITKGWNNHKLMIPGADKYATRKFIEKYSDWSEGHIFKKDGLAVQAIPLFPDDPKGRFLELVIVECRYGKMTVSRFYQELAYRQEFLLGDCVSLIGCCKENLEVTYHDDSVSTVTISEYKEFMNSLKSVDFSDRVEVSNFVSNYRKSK
# PfHsp90 yeast 2: reduces growth (ATP signal) of yeast expressing P. falciparum Hsp90; inhibition, % at 9.4 µM; 310,000 compounds, 0.32% hits; AID 504621; S. cerevisiae expressing PfHsp90, BacTiter-Glo ATP, 48 h; yeast lacking PDR1 and PDR3 efflux regulators;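 active = every replicate shows inhibition above about 80%, whatever the replicate mean, limit read from the data; inconclusive = mean inhibition reaches the set limit but some replicate falls short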;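 also: 0% = DMSO neutral controls and 100% = 20 µM radicicol positive controls; yeast relying on Plasmodium falciparum Hsp90 in place of its own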
# Tat transport: inhibitors of E. coli Tat protein transport | E. coli MC4100 TorA-mCherry Tat export, fluorescence | inhibition, % at 10 µM | 340,000 compounds, 0.036% hits;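 active = mean replicate inhibition at least 50% and at least half of replicates individually reaching 50%; inconclusive = only one of the two criteria met; inactive = neither criterion met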;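 also: exported cargo escapes ClpAP degradation while cytoplasmic cargo is degraded and loses fluorescence; 0% = median of neutral control wells and 100% = median of NaSCN control wells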
# AddAB inh: less growth of phage-infected E. coli with AddAB. AID 435030. E. coli expressing H. pylori AddAB, absorbance growth. 330,000 compounds, 0.29% hits. inhibition, % at 11.9 µM; in the data active = inhibition above about 12%;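 also: 0% = vehicle wells of infected cells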
# PvdQ acylase: P. aeruginosa PvdQ acylase inhibition; purified PvdQ acylase, fluorescence plate reader; inhibition, % at 10 µM; 340,000 compounds, 0.063% hits; AID 488965; in the data active = inhibition above about 30%, passing the limit was not always enough; inconclusive = no clear call, values can overlap the other calls;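 also: 0% = vehicle neutral wells and 100% = reference inhibitor wells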
# phage Ecoli inh: E. coli growth loss with phage present | 360,000 compounds, 0.26% hits | inhibition, % at 11.9 µM | AID 651602 | growth absorbance; in the data active = inhibition above about 11%
# DAGLB inh: diacylglycerol lipase beta (human) inhibition | Q8NCG7 | HEK293T DAGLB membrane lysate, EnzChek fluorogenic substrate | inhibition, % at 5.17 µM | 340,000 compounds, 0.059% hits | AID 504411; in the data active = inhibition above about 34%;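 also: 0% = enzyme with vehicle and 100% = wells lacking enzyme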
# Target sequence (Q8NCG7 whole entry, looked up): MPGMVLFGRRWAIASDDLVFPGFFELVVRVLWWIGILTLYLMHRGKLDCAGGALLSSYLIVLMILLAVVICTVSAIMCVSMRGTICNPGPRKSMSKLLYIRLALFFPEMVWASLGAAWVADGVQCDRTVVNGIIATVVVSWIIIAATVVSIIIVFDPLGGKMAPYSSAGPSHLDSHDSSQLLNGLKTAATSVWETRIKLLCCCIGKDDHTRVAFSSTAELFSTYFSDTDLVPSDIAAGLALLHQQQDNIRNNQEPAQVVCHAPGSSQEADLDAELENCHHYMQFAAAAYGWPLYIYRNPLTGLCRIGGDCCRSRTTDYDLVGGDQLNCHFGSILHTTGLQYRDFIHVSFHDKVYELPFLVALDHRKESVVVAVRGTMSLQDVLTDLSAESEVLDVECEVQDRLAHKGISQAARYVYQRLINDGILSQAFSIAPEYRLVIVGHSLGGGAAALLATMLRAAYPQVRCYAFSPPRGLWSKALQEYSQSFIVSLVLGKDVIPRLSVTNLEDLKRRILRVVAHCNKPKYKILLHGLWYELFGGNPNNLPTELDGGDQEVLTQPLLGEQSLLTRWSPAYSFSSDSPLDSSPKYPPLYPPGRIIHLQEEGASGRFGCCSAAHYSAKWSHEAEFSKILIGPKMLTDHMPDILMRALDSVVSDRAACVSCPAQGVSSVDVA
# CAL PDZ inh: inhibitors of human CAL PDZ peptide binding. purified CAL PDZ, TMR-peptide fluorescence polarization, 1 h. inhibition, % at 20 µM. Q9HD26. AID 504414. 330,000 compounds, 0.02% hits;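 active = highest replicate inhibition of at least 40%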;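 also: plate controls were DMSO neutral control wells for no effect and unlabeled competitor peptide control wells for full effect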
#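 Material: tagged CAL PDZ protein CerCALP, purified; buffer or medium: sodium phosphate/NaCl buffer pH 7.4 with TCEP, IgG, Thesit; also added: fluorescent TMR peptide probe; schedule: 1 h incubation at room temperature before polarization reading; technique: fluorescence polarization from S- and P-plane intensities, G-factor corrected; control set: unlabelled peptide and DMSO controls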
# Wnt act: activators of Wnt/beta-catenin signaling | Wnt/beta-catenin reporter cell assay, activator, plate reader | activation, % at 9.35 µM | 300,000 compounds, 1.2% hits | AID 743398; in the data active = activation above about 30%, passing the limit was not always enough; inconclusive = no clear call, values can overlap the other calls;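 also: 0% = neutral control wells and 100% = positive control wells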
# E coli growth: counter-screen for AddAB inhibitors: E. coli growth inhibition. 330,000 compounds, 0.27% hits. inhibition, % at 11.9 µM. E. coli V3065 growth, OD600 absorbance, 18 h;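 active = inhibition above the campaign's mean inhibition across all tested compounds plus 3 SD, cut at about 9.9% in these data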;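 also: uninfected addAB+ strain grown without phage in ampicillin broth; 0% = DMSO wells and 100% = ciprofloxacin 0.95 µg/ml wells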
# An asterisk follows results filed as active; ? = inconclusive; · = not tested or not shown.
SMILES,Rtt109 Vps75,PfHsp90 yeast 2,Tat transport,AddAB inh,PvdQ acylase,phage Ecoli inh,DAGLB inh,CAL PDZ inh,Wnt act,E coli growth
CCc1oc2c(C)c(O)ccc2c(=O)c1-c1ccc2ccccc2n1,3,·,-5,-2.5,-7,0.7,-3,0.2,·,-1.1
COCCCN1C2=C(C(=O)CC(C)(C)C2)C(c2ccc(O)c(OC)c2)C2=C1CC(C)(C)CC2=O,1,15,-1,0.5,-8,-0.3,0,·,-1,-0.2
Cc1ccc(-n2cccn2)c(CN2CCCC(C(=O)c3ccc4c(c3)OCO4)C2)c1 (stereo unspecified),-6,-122,6,0.0,2,0.7,-6,-1.7,-1,0.6
O=c1c2ccccc2nc(/C=C/c2cc(Br)ccc2O)n1CCCO,0,-8,7,-0.2,5,1.8,-2,-0.2,-2,-2.1
CCC(=O)Nc1ccc(C(=O)NNC(=O)COc2cccc(C)c2)cc1,-1,10,4,4.5,-7,2.1,-1,-2.1,-4,-0.5
COc1ccccc1N1CCN(CC(=O)Nc2nccs2)CC1,-1,6,0,-0.7,-3,-1.2,-3,0.3,1,-1.6
Cc1ccc(-n2ncc3c2CC(C)(C)CC3NC(=O)c2cc[n+]([O-])cc2)cc1 (stereo unspecified),5,-7,6,5.8,1,3.9,1,-0.7,1,-1.2
COc1ccc(C(CNC(=O)COc2ccc(F)cc2Br)N2CCCC2)cc1 (stereo unspecified),15,-1,4,-1.4,-1,3.2,-2,-2.5,-1,0.3
COc1ccc(CCN2C(=O)CSC2=Nc2ccc(C)cc2C)cc1OC,18,4,4,0.4,13,-1.3,-2,0.3,-4,-2.9
O=C(CSc1nc2ccccc2o1)N/N=C/c1ccc(O)c(O)c1,30,-5,-6,-1.7,17,-1.4,4,-2.0,1,-3.3
COCCCNc1oc(-c2cccs2)nc1S(=O)(=O)c1ccc(C)cc1,-4,46,8,-2.1,-12,0.0,-1,-0.4,0,-1.9
O=C(NCc1ccccn1)c1ccc(OC2CCN(Cc3ccc(F)cc3F)CC2)cc1,0,-84,1,4.4,-13,1.4,-3,-1.6,-1,0.7
CC(OC(=O)c1ccccc1CCc1ccccc1)C(N)=O (stereo unspecified),-3,10,-4,-1.2,6,-2.5,-1,-0.8,0,1.7
COP(=O)(CC(=O)c1ccccc1)CC(=O)c1ccccc1,13,-15,-3,3.3,3,2.8,-2,0.5,1,1.0
O=[N+]([O-])c1ccc(N2CCCC2)cc1NCc1ccccc1,-5,-7,20,3.7,-9,2.3,-4,-1.0,·,1.6
COc1ccc(S(=O)(=O)N(C)C[C@H]2Oc3ccc(NS(=O)(=O)c4ccc(F)cc4)cc3C(=O)N([C@H](C)CO)C[C@@H]2C)cc1,-1,-35,-5,-0.2,-13,1.9,-1,-3.1,1,-1.9
CCOc1ccc(/C=C/C(=O)N(CC)CC(=O)NCc2cccs2)cc1OC,-3,-7,-8,2.6,-9,3.8,-1,-0.4,-4,2.8
O=C(Nc1ccn(CCCN2CCN(c3ccccn3)CC2)c(=O)n1)OCc1ccccc1,5,10,8,·,0,2.7,-3,0.3,-3,·
COC(=O)c1ccccc1S(=O)(=O)N1CCC(NC(=O)c2ccccc2)CC1,-8,-4,-4,-0.1,17,1.8,-3,-0.7,3,-0.7
CC(C)(C)c1ccc(S(=O)(=O)N2CCN(CC(O)COCC3CCCO3)CC2)cc1 (stereo unspecified),5,-9,0,-0.3,-2,0.8,-1,-0.4,0,-2.8
C=CCn1c(N2CCCC2)nc2c1c(=O)[nH]c(=O)n2C,·,-11,7,0.6,-6,0.6,0,-1.4,-3,0.1
CC(=O)c1cccc(NC(=O)c2cnccn2)c1,1,2,-1,2.2,-4,-1.2,3,0.7,2,-0.6
O=C(CN1CCOCC1)NNc1nc(-c2ccccc2)c2cc(Br)ccc2n1,-10,-7,5,-1.2,9,1.6,3,-1.8,1,-0.8
c1ccc(COc2cccc(CN3CCN(c4ccccn4)CC3)c2)cc1,-2,14,4,0.1,-11,1.8,-10,-2.1,·,0.5
CCC(=O)c1c[nH]c(C(=O)N2CCN(c3ccccc3)CC2)c1,14,-7,7,2.3,11,1.4,0,-0.9,-27,-0.2
C=CC[C@@H](CC(=O)NCCO)C(=O)N[C@H](COC(=O)[C@@H](CC=C)Cc1ccc(F)cc1)Cc1c[nH]c2ccccc12,4,11,6,3.2,-20,1.0,1,0.2,-1,-3.8
Cc1ccc(S(=O)(=O)Nc2cc(Cl)ccc2-n2cncn2)cc1,0,11,1,1.3,-6,4.0,7,-0.8,-3,1.6
Cc1cccc(Nc2nc(C)nc3c2oc2ccccc23)c1,-2,-24,3,-2.7,-12,1.4,-4,-4.0,3,-1.7
CN(C)CC(C)(C)CNC(=S)NCc1ccc2c(c1)OCO2,3,0,2,1.3,6,1.6,2,0.2,·,-1.5
Cc1cc(C(=O)Cn2nnc(-c3ccc(Cl)cc3)n2)c(C)n1CC1CCCO1 (stereo unspecified),-5,-2,13,0.4,-4,1.2,-2,0.2,·,1.2
COc1ccc(C(C(=O)NC2CCCC2)N(Cc2ccccc2)C(=O)c2snc(C(N)=O)c2N)cc1OC (stereo unspecified),-5,1,8,-0.8,4,2.4,-4,0.7,9,0.4
CCOc1cc2[nH]c(=S)n(CC3CCCN3CC)c(=O)c2cc1OCC (stereo unspecified),-1,8,12,1.2,-20,3.2,1,0.0,-13,0.1
Cc1cccc(N2N=C(C(=O)Nc3nc(C)cs3)CCC2=O)c1,1,26,-1,4.7,-10,3.4,-3,-1.5,0,2.5
COc1ccccc1C(CNC(=O)C(CCSC)NC(=O)c1ccccc1Cl)N1CCCC1 (stereo unspecified),2,-10,1,·,-18,5.8,2,-3.3,-1,·
CC(=O)Nc1cccc(C(=O)NNC(=O)c2n[nH]c(=O)c3ccccc23)c1,2,-24,-4,-0.9,-1,1.1,1,-1.3,0,-3.7
CCC(C)C(NC(=O)C1CCC(C)CC1)C(=O)NCc1cccnc1 (stereo unspecified),4,10,2,0.6,5,3.2,3,0.5,-2,1.1

# Overlap with the part before: 3 compounds; new compounds follow.
SMILES,Rtt109 Vps75,PfHsp90 yeast 2,Tat transport,AddAB inh,PvdQ acylase,phage Ecoli inh,DAGLB inh,CAL PDZ inh,Wnt act,E coli growth
COc1ccccc1C(CNC(=O)C(CCSC)NC(=O)c1ccccc1Cl)N1CCCC1 (stereo unspecified),2,-10,1,·,-18,5.8,2,-3.3,-1,·
CC(=O)Nc1cccc(C(=O)NNC(=O)c2n[nH]c(=O)c3ccccc23)c1,2,-24,-4,-0.9,-1,1.1,1,-1.3,0,-3.7
CCC(C)C(NC(=O)C1CCC(C)CC1)C(=O)NCc1cccnc1 (stereo unspecified),4,10,2,0.6,5,3.2,3,0.5,-2,1.1
O=C(NCCc1ccc(Cl)cc1)C1CCCN1C(=O)Nc1ccc(F)cc1 (stereo unspecified),-2,20,-3,1.1,-5,2.6,0,0.0,-1,2.0
COCCn1cnnc1SCC(=O)Nc1cccc(S(=O)(=O)N(C)c2ccccc2)c1,1,-8,-5,2.3,-14,4.1,-1,0.5,4,-1.9
CC(C)(C)n1nnnc1C(c1cccc(C(F)(F)F)c1)N1CCOCC1 (stereo unspecified),11,-25,0,-0.2,-5,2.5,2,-6.1,-2,-0.4
Cc1occc1-c1nnc(SCC(=O)NC2CC2)n1C,·,-7,3,0.2,11,2.1,-3,-1.3,-1,2.6
Cc1cc(Cl)c(OCCCCN2CCOCC2)c(Br)c1,11,1,-5,2.7,0,2.8,-6,-2.1,-2,-0.7
COc1ccc(-c2nnn(CC(=O)NC3CCCc4ccccc43)n2)cc1OC (stereo unspecified),-10,56,-20,0.3,-10,4.9,0,-1.1,-6,1.5
O=C(COC(=O)/C=C/c1ccc(S(=O)(=O)N2CCOCC2)cc1)Nc1ccc(F)c(F)c1F,0,-10,0,-0.2,2,4.6,0,-2.4,-4,-2.1
CCN(CC)S(=O)(=O)c1ccc(NC(=O)Cc2cccs2)cc1,3,0,?,4.9,-3,4.1,-2,-2.8,0,3.9
COc1ccc(OC)c(NC(=O)c2ccc(NC(C)=O)cc2)c1,4,-1,16,0.3,-2,2.3,2,-0.5,·,1.6
CNC(=O)c1cc(NC(=O)CCn2nc(-c3ccccc3)c3ccccc3c2=O)ccc1OC,5,4,-7,-0.7,-9,-4.5,0,-2.4,0,1.0
COc1ccccc1N(CC(=O)NC1CCCCC1)C(=O)Cn1nnc(-c2ccc(C)o2)n1,5,3,-8,·,-11,-0.4,2,-3.1,0,·
CN(C1CCCCC1)S(=O)(=O)Cc1ccccc1,-12,5,0,-0.1,5,1.0,0,-2.0,4,-0.5
COC(=O)c1cccc(C23CC4(C2)[C@H](CN(C)[C@@H]4c2ccccc2)C3c2ccccc2)c1 (stereo partly specified),0,·,-2,-1.6,2,3.9,-12,-7.2,-2,-3.1
N#CC1C(=O)c2ccccc2C1c1ccccc1 (stereo unspecified),0,75,8,·,-9,2.6,8,-0.3,-5,·
O=C(Cn1nc(-c2ccco2)ccc1=O)Nc1cc(Cl)ccc1Cl,1,3,-3,3.9,-2,1.6,-1,-2.5,-2,0.6
CC(C)(C)c1ccc(NC(=O)c2ccc(=O)[nH]n2)cc1,0,6,-1,-0.2,9,0.6,-2,-0.9,33*,0.4
COc1cccc(/C=C2\SC(=O)N(CCC(=O)N3CCC(C(=O)O)CC3)C2=O)c1,-13,-4,-3,1.7,-9,-0.6,-1,-2.2,-3,-2.1
COc1cc2c(cc1OC)CN(C(=O)CSc1nc(C)cc(C)c1C#N)CC2,-11,-2,3,-3.2,-8,2.8,-2,-0.3,-2,-2.0
c1cnn(-c2nc(N3CCOCC3)nc(N3CCOCC3)n2)c1,6,·,-9,-0.8,-10,1.3,0,-0.9,-13,1.7
COc1ccc(C(=O)/C=C/Nc2cc(C)on2)c(OC)c1,7,·,-13,2.8,-8,2.3,-1,0.2,·,-3.3
COc1ccc2oc(=O)c(C(=O)NCc3cccnc3)cc2c1,-463,15,-4,0.0,-13,2.4,1,-2.7,·,0.6
CC(C)COC(=O)C1[C@H]2C(=O)N(Cc3cccs3)C[C@]23C=C[C@H]1O3 (stereo partly specified),0,8,11,2.0,-4,0.6,4,0.2,·,-0.2
CC1CC(C)CN(CCCNC(=O)Cc2c(C(=O)O)n(C)c3ccccc23)C1 (stereo unspecified),-2,5,-2,2.5,4,1.9,-2,-2.3,-3,1.2
CCOc1ccccc1C(=O)OCC(=O)Nc1ccc(OC(F)F)cc1,7,·,-1,-1.7,9,1.9,-1,-0.4,·,-1.9
CCOC(=O)C1=C(C)NC(=S)NC1c1ccc(OCC(=O)N2CCCCCC2)cc1 (stereo unspecified),4,7,7,4.1,-7,1.4,-1,-2.6,0,-0.1
CC(=O)Nc1ccc(S(=O)(=O)Nc2nc3ccccc3nc2-n2ccc(=NC(=O)c3ccc(F)cc3)cc2)cc1,-6,·,14,-0.9,9,2.5,1,-0.7,-2,-1.5
